H9c2 TAG inh = reduces triacylglycerol accumulation in H9c2 cells | Nile Red lipid (TAG) fluorescence; cells loaded with 200 µM oleic acid | inhibition, % at 12.5 µM | actives 0.66% (n = 230,000) | AID 651582;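 active = pattern-corrected inhibition of lipid staining of at least 50% with the nuclear-stain viability signal not falling by more than 50%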;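 also: 0% = DMSO wells and 100% = triacsin C control wells; some results filed as inactive read as strong as hits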
H9c2 TAG inh DAPI viability = recorded beside H9c2 TAG inh, whose call it bears; DAPI nuclei signal change (viability), lower = more cytotoxic, %;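 whole-well DAPI fluorescence read on a plate reader as a viability signal; minus 50 percent equals half of cells still viable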
An asterisk follows results filed as active. Only part of the results is shown. The share of hits here may be higher or lower than overall.

Under each structure: H9c2 TAG inh | H9c2 TAG inh DAPI viability
> CC1(C)C(=O)Nc2ccccc2N1C(=O)COC(=O)COc1cccc(C(F)(F)F)c1
→ 5 | -2
> CCOC(=O)N1CCC(NC(=O)CCC(=O)N2CC(C)Oc3ccc(Cl)cc32)CC1 (stereo not drawn)
→ -22 | 5
> O=C(CCC1CCCN(Cc2ccncc2)C1)NCc1ccc(F)c(F)c1 (stereo not drawn)
→ -5 | -1
> O=C(Nc1ccc(Cl)c([N+](=O)[O-])c1)c1ccco1
→ 4 | -4
> Cc1ccc(NC(=O)c2oc3ccccc3c2NC(=O)C2CCCO2)cc1C (stereo not drawn)
→ 10 | -1
> O=C(O)/C=C/c1cn(-c2ccccc2)nc1-c1cccc([N+](=O)[O-])c1
→ 1 | 0
> CCCOc1ccc(F)cc1-c1cc(C(=O)NC(C)C)[nH]n1
→ 6 | 3
> CC(=O)c1cc(C(c2csc(C(C)=O)c2)c2csc(C(C)=O)c2)cs1
→ -3 | 5
> O=C(NCc1ccco1)C12CN(Cc3ccccc3)CC1C(c1cccc([N+](=O)[O-])c1)=NO2 (stereo not drawn)
→ 16 | -3
> Nc1nc(SCc2ccccc2)cc(SCc2ccccc2)n1
→ -37 | 5
> CCOC(=O)C1=C(C)Nc2nc(SCc3cccnc3)nn2C1c1ccc(OC)cc1 (stereo not drawn)
→ 17 | -12
> Cc1ccc(N2CC(=O)Nc3c(oc4nc(-c5ccccc5)cc(C)c34)C2=O)cc1
→ 12 | 3
> COc1ccc(C2=NCC(CSc3nnnn3C)S2)cc1 (stereo not drawn)
→ -3 | -4
> C=CCn1c(SCC(=O)Nc2ccc3c(c2)OCCO3)nnc1-c1ccccn1
→ 7 | -6
> CC1C(=O)CC(c2ccc([N+](=O)[O-])cc2)NC1c1ccc([N+](=O)[O-])cc1 (stereo not drawn)
→ -17 | 6
> O=C1CCCCC(=O)c2ccccc2N1
→ -10 | 19
> O=C(CN(Cc1ccco1)S(=O)(=O)c1cccs1)Nc1ccccc1C(F)(F)F
→ 22 | 0
> Cc1ccc(N(CC(O)CN2CCCCC2)S(=O)(=O)c2ccccc2[N+](=O)[O-])cc1 (stereo not drawn)
→ 0 | 8
> CCCCCC1CC(CC/C(C)=N/NC(N)=O)C(=O)O1 (stereo not drawn)
→ -2 | 9
> CCn1c(=O)cc(C(F)(F)F)[nH]c1=S
→ 7 | 0

2 entries from above in another layout:
canonical_smiles	H9c2 TAG inh	H9c2 TAG inh DAPI viability
O=C(Nc1ccc(Cl)c([N+](=O)[O-])c1)c1ccco1	4	-4
O=C(NCc1ccco1)C12CN(Cc3ccccc3)CC1C(c1cccc([N+](=O)[O-])c1)=NO2 (stereo not drawn)	16	-3

Additional structures.
Under each structure: H9c2 TAG inh | H9c2 TAG inh DAPI viability
> O=C(CC(NC(=O)c1ccccc1)c1ccccc1)NCc1ccccc1 (stereo not drawn)
→ 2 | -5
> Cc1oc(-c2ccccc2Cl)nc1CSc1nc2c(c(=O)[nH]1)CCC2
→ -8 | 9
> Cc1ccc(NC(=O)C(=O)Nc2ccc(C)cn2)nc1
→ -5 | -8
> Cc1ccc(-n2c(SCC(=O)NCc3cccs3)nnc2-c2ccoc2C)cc1
→ 21 | -17
> CC(C)C[C@H](NC(=O)Nc1ccccc1F)C(=O)O
→ -4 | 6
> CC1CC(C)CN(C(=O)c2cc(-c3ccccn3)nc3ccccc23)C1 (stereo not drawn)
→ 30 | -11
> C[C@@H]1C(c2cccc(Cl)c2)=NN(c2ccccc2)[C@H]1C(=O)N1CCOC1=O
→ 6 | 27
> COc1ccc(N2CCN(C(=O)COC(=O)CNC(=O)c3ccccc3)CC2)cc1
→ 15 | -4
> Cc1ccc(OCCNC(=O)CCNC(=O)c2ccc(Cl)cc2)cc1
→ 14 | -1
> O=C(CN1CCCCC1)N1CCCc2c1c(=O)oc1ccc(OCc3ccccc3)cc21
→ 19 | 27
> Cc1ccc2nc(Cl)c(-c3ccccc3)cc2c1
→ -6 | 6
> COc1ccccc1/C=C/C(=O)NCC(=O)N/N=C/c1ccc2c(c1)OCO2
→ -4 | 5
> CCOC(=O)c1ccccc1NS(=O)(=O)c1cnn(CC)c1C
→ 3 | 5
> O=C(CCc1ccccc1Cl)Nc1ccc(S(=O)(=O)N2CCOCC2)cc1
→ 3 | -9
> CC(Oc1ccccc1Cl)C(=O)N1CCCN(C)CC1 (stereo not drawn)
→ -10 | 1
> CC(C)(C)S(=O)(=O)Cc1nc(-c2ccc(Cl)c(Cl)c2)cs1
→ -15 | 4
> COc1ccc(-c2cc(C3CCN(c4cc(Cl)nc(N)n4)CC3)[nH]n2)cc1
→ -38 | 0
> COc1ccccc1CN(C)C(=O)c1ccc2c(c1)NC(=O)CS2
→ 12 | 5
> COc1ccccc1CCNC(=O)c1cnn2c(C(F)F)cc(C)nc12
→ 11 | -12
> Cn1c(NC(=O)c2cccc(C(F)(F)F)c2)cc(=O)n(C)c1=O
→ 5 | -3
> CCOC(=O)c1c(NC(=O)C2=COCCO2)sc2c1CCN(C(=O)OC)C2
→ 43 | -49
> CCCCn1c(SCC(=O)c2ccc(OC)cc2OC)nc2cc(S(N)(=O)=O)ccc21
→ 1 | -4
> O=C(Cn1ncc2c(=O)oc3ccccc3c21)NCCc1ccsc1
→ 0 | -4
> Cc1ccc(S(=O)(=O)N[C@H](C(=O)Oc2ccc3c(C(F)(F)F)cc(=O)oc3c2)c2ccccc2)cc1
→ -15 | 22
> CCNC(=O)c1sc(-c2ccccc2)nc1C
→ 13 | -7
> O=C(NC(=S)NN1CCCCC1c1cccnc1)c1ccc(Cl)cc1Cl (stereo not drawn)
→ 8 | -8
> c1cc(CNc2ccc3c(c2)OCO3)ccn1
→ 0 | 2
> CC(=O)c1c(C)[nH]c(C(=O)OCC(=O)Nc2cc(C(F)(F)F)ccc2N2CCOCC2)c1C
→ 0 | 0
> COc1cc(-c2nnc(-c3cccs3)o2)cc(OC)c1OC
→ 4 | 6
> COc1ccccc1N(CC(=O)Nc1ccc2c(c1)OCCO2)S(C)(=O)=O
→ -8 | -3
> O=C(Oc1ccc2c(c1)C(=O)c1ccccc1CO2)c1ccccc1
→ -23 | 9
> Cc1noc(C)c1S(=O)(=O)N(CC(=O)N1CCCC1)c1ccc(C(C)C)cc1
→ 3 | -10
> CCn1c(CCC(=O)N(C)CC(=O)Nc2cccc(F)c2)nc2cc(S(=O)(=O)N(C)C)ccc21
→ -5 | -4
> CCCCC(c1nnnn1CS(=O)(=O)c1ccc(C)cc1)N1CCN(c2ccccc2)CC1 (stereo not drawn)
→ -68 | 13
> O=C(c1nc2n(n1)C(c1ccc(Cl)cc1)C=C(c1ccccc1)N2)N1CCOCC1 (stereo not drawn)
→ 0 | -3
> O=C(O)CSCc1nc2scc(-c3ccccc3)c2c(=O)[nH]1
→ 1 | 4
> COc1ccc(C(NC(=O)C(C)(C)C)NC(=O)C(C)(C)C)cc1
→ -4 | 4
> CC(C)(C)N=C1NN=C(c2ccc(Cl)cc2)CS1
→ 11 | -7
> CCNC(=O)C1(C)CCN(C(=O)c2ccc(F)cc2Cl)C1 (stereo not drawn)
→ -4 | -3
> CCOc1ccc(C(=O)N[C@H](C(=O)N2CCN(c3ncccn3)CC2)C(C)C)cc1
→ 10 | 2
> Cc1cnc(NC(=O)C2CC(=O)N(c3ccc4c(c3)OCCO4)C2)s1 (stereo not drawn)
→ 10 | 0
> C#CCN(C[C@@H]1[C@@H](OC(=O)NCc2ccccc2F)[C@@H](OC(=O)NCc2ccccc2F)Cn2c(=O)n(CCCCCC)c(=O)n21)S(=O)(=O)c1ccc(C)cc1
→ 24 | 2
> CCOc1c(Br)cc(C2NS(=O)(=O)N=C3CCCCCN32)cc1OC (stereo not drawn)
→ -26 | 1
> C=CCNC(=O)/C(=C/c1ccco1)NC(=O)c1ccc(Br)o1
→ 7 | 4
> CCC(C)N(C(=O)CSc1nnc(NC(C)C)s1)C1CCS(=O)(=O)C1 (stereo not drawn)
→ 6 | -4
> COc1ccc(-c2cc3ccccc3cn2)cc1
→ -1 | 5
> COc1cccc(NC(=O)CN(c2ccccc2OC)S(=O)(=O)c2cccs2)c1
→ -7 | 3
> O=C(c1cc2ccccc2o1)N1CCN(Cc2nc3ccccc3s2)CC1
→ -19 | 5
> COCCN(C(=O)COC(=O)C1COc2ccccc2O1)c1c(N)n(Cc2ccccc2)c(=O)[nH]c1=O (stereo not drawn)
→ -2 | -3
> C#CCOCCOCCOCCNc1nc(N2CCN(C(=O)[C@H](CCCCN)n3cc([C@@H](N)CC(N)=O)nn3)CC2)nc(N2CCN(C(=O)[C@H](CCCCN)n3cc([C@@H](N)CC(N)=O)nn3)CC2)n1
→ 11 | 6
> O=C(Nc1ccc2[nH]ncc2c1)c1ccc(F)cc1
→ -10 | 2
> COc1ccccc1N1CCN(C(=O)CCc2c[nH]c3ccccc23)CC1
→ -11 | 4
> O=C(Nc1ccc2oc(=O)ccc2c1)c1cccnc1
→ 4 | 0
> O=C1c2ccccc2NC(c2cccc(Cl)c2)N1N=C1CCCCCC1 (stereo not drawn)
→ 31 | -4
> O=C(NC1CC1)C1=NOC(CNc2ncc(C(F)(F)F)cc2Cl)C1 (stereo not drawn)
→ 14 | -8
> O=[N+]([O-])c1ccccc1S(=O)(=O)NCc1cccnc1
→ 1 | -1
> CCCCCCC(NC(=O)Cc1ccc2ccccc2c1)C(=O)O (stereo not drawn)
→ -5 | 1
> Cc1ccc(C)c(N2CCN(C(=O)C3CCN(S(=O)(=O)c4c(C)noc4C)CC3)CC2)c1
→ -9 | 1
> O=C(CSCCS(=O)(=O)c1ccc(Cl)cc1)Nc1ccccc1
→ -11 | 6
> COc1ccc(C(=O)c2oc3ccc(Br)cc3c2NC(C)=O)cc1
→ 3 | -1

Remaining list, next part.
Under each structure: H9c2 TAG inh | H9c2 TAG inh DAPI viability
> COc1ccc2oc(C)c(NC(C)=O)c2c1
→ -6 | -1
> O=C(Nc1nccs1)C1CC2CCC1C2 (stereo not drawn)
→ -11 | 10
> COc1ccccc1C(C#N)N1N=C(C)CC1(C)C (stereo not drawn)
→ -1 | -2
> Cc1cc(C)c2oc(=O)cc(CN3CCN(Cc4ccc5c(c4)OCO5)CC3)c2c1
→ -14 | 15
> O=C(CNC(=O)c1cc(=O)[nH]c2ccc(S(=O)(=O)N3CCOCC3)cc12)Nc1ccc(F)c(F)c1
→ 0 | 1
> Cn1nnnc1SCC(=O)N1c2ccccc2CCc2ccccc21
→ -2 | 3
> CN(C)C(CNC(=O)c1ccco1)c1cccs1 (stereo not drawn)
→ -10 | -8
> CCOC(=O)N1CCC(NC(=O)C2CCCN(C(=O)c3cc4sccc4n3C)C2)CC1 (stereo not drawn)
→ 2 | -8
> Cc1ccc(F)cc1NC(=O)N1CCN(C2c3ccccc3-c3ccccc32)CC1
→ 6 | 6
> COc1cccc(Oc2ccc(N/C=C/C(=O)C(C)(C)C)cc2)c1
→ 11 | -4
> Cc1ccnc2nc(C(=O)OCC(=O)Nc3ccc4c(c3)OCCO4)nn12
→ 0 | -7
> CCOC(=O)c1c(C)n(C)c2ccc(OC)c(NC(=O)CCN3CCC(Cc4ccccc4)CC3)c12
→ 4 | 7
> CCOc1ccccc1N1CSC2=C(C#N)C(c3c(OC)ccc4ccccc34)CC(=O)N2C1 (stereo not drawn)
→ 6 | -8
> CCOc1ccc(S(=O)(=O)N2CCOCC2)cc1NC(=O)CSC(=S)N1CCCC1
→ 20 | -9
> CCCNS(=O)(=O)c1ccc(OCC(=O)N2CCC(C(=O)OCC)CC2)cc1
→ 0 | -3
> Cc1ccc(C(C)C)c(OCC(O)CNC2CCCC2)c1 (stereo not drawn)
→ 20 | -43
> COc1ccc(/C=C/C(=O)OCC(=O)c2cc(C)ccc2C)cc1
→ -13 | 0
> CC1(C(=O)NS(=O)(=O)C2CC2)CCCN(C(=O)COc2ccccc2)C1 (stereo not drawn)
→ 9 | 3
> CCOc1ccccc1Nc1nc2ccccc2n2cnnc12
→ 18 | 116
> COc1ccc(NC(=O)N2CCN(c3cccc(C(F)(F)F)c3)CC2)cc1
→ -14 | -3

One compound at a time, as listed above.
Listed for COc1cc(-c2nnc(-c3cccs3)o2)cc(OC)c1OC : H9c2 TAG inh = 4; H9c2 TAG inh DAPI viability = 6
Listed for Cc1ccnc2nc(C(=O)OCC(=O)Nc3ccc4c(c3)OCCO4)nn12 : H9c2 TAG inh = 0; H9c2 TAG inh DAPI viability = -7

Following part
Under each structure: H9c2 TAG inh | H9c2 TAG inh DAPI viability
> O/N=C/c1ccnc(SCc2ccc(Cl)cc2)n1
→ -3 | 0
> O=C(Oc1cccc2cccnc12)c1cccc([N+](=O)[O-])c1
→ -6 | -3
> O=C1CC(N2CCC(c3nc4ccccc4o3)CC2)C(=O)N1Cc1cccs1 (stereo not drawn)
→ -11 | -3
> COc1cc([C@@H]2C[C@H]3CN(c4ccccc4)C(=O)[C@]34CCCN24)cc(OC)c1OC
→ 5 | -7
> COc1ccccc1NC(=O)Cn1cnc2sc(C(=O)NCc3ccco3)c(C)c2c1=O
→ 7 | 3
> O=C(OCC(=O)N1CCN(c2ccccc2)CC1)c1cc(F)c(F)cc1Cl
→ 18 | 0
> COc1ccc(Cl)c(N2CCN(CCCNC(=O)Nc3ccc(C)cc3)CC2)c1
→ 21 | 4
> CCN1C2=C(C(=O)CCC2)C(c2ccc(O)cc2)C2=C1CCCC2=O
→ -14 | 1
> CCOC(=O)C(Sc1cc(C)nc(N)n1)C(C)=O (stereo not drawn)
→ 23 | -10
> COC(=O)c1ccc(NC(=O)Nc2cccc(F)c2)cc1
→ 2 | 9
> CCC(CC)C(=O)Nc1cccc(/C(C)=N/NC(=O)c2ccccc2Cl)c1
→ 20 | 1
> O=C(Nc1ccc(NC(=O)c2ccco2)nc1)c1ccccn1
→ 16 | 7
> CCCCCCCn1c2c(c(=N)c3ccccc31)CCC2
→ 15 | -7
> C/C(CC(=O)NC1CCCC1)=N\NC(=O)C1CCCCC1
→ 10 | -2
> O=C(NCc1cccnc1)c1cc(C2CCCN(C(=O)c3cccc(O)c3)C2)on1 (stereo not drawn)
→ 8 | -4
> O=c1c2cnn(-c3ccccc3)c2ncn1Cc1ccco1
→ -7 | 6
> CCn1nc(C)cc1C(=O)Sc1ccc(Cl)cc1Cl
→ 3 | 2
